LYPLA2 inh: blocks human lysophospholipase 2, a PME1 counter-screen. O95372. recombinant LYPLA2, FP-Rh probe fluorescence polarization. inhibition, % at 5.9 µM. 0.38% of 320,000 active. AID 2177;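 active = inhibition above the screen-wide mean plus 3 SD, limit set per campaign, cut at about 26% in these data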;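 also: 0% = LYPLA2 with DMSO and 100% = wells lacking LYPLA2 enzyme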
PAFAH1B2 FP inh: blocks human PAF acetylhydrolase 1b catalytic subunit 2; 1.2% of 340,000 active; recombinant PAFAH1B2, FP-rhodamine activity probe, fluorescence polarization; inhibition, % at 3.39 µM; P68402;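 active = inhibition above the mean of all tested compounds plus 3 SD, cut at about 24% in these data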;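 also: 0% = enzyme with DMSO and 100% = wells lacking PAFAH1B2; many of its hits are not listed in these tables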
PAFAH1B3 inh: inhibitors of human PAFAH1B3; Q15102; recombinant PAFAH1B3, FP-rhodamine probe, fluorescence polarization; inhibition, % at 3.39 µM; 0.28% of 340,000 active; AID 492972;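 active = inhibition above the screen-wide average of all tested compounds plus 3 SD, cut at about 25% in these data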;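 also: 0% = enzyme with DMSO only and 100% = wells lacking PAFAH1B3 protein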
PAFAH2 inh: inhibitors of human PAFAH2; Q99487; recombinant PAFAH2, FP-rhodamine activity probe, fluorescence polarization; inhibition, % at 3.39 µM; 0.99% of 340,000 active;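 active = inhibition above the mean over all tested compounds plus 3 SD, cut at about 30% in these data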;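 also: inhibitors block probe labeling of enzyme so polarization drops; 0% = enzyme with DMSO and 100% = wells lacking PAFAH2 protein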
LYPLA1 inh: counter-screen for PME1 inhibitors: inhibitors of human LYPLA1. 0.16% of 320,000 active. recombinant LYPLA1, FP-Rh probe fluorescence polarization. inhibition, % at 5.9 µM. AID 2174. O75608;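 active = inhibition above the mean of all tested compounds plus 3 SD, set per campaign, cut at about 14% in these data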;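 also: inhibitors block serine hydrolase probe labeling of LYPLA1 so polarization falls; 0% = enzyme with DMSO and 100% = wells lacking LYPLA1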
pPAFAH inh: pPAFAH (human) enzyme inhibition | 1.5% of 330,000 active | AID 463082 | recombinant pPAFAH, FP-rhodamine probe fluorescence polarization | inhibition, % at 3.39 µM;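 active = inhibition above the mean inhibition across the screen plus 3 SD, cut at about 25% in these data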;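 also: inhibitors block binding of the rhodamine activity-based probe so polarization drops; 0% = enzyme with DMSO and 100% = wells lacking pPAFAH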
PAD4 FP inh: inhibitors of human PAD4 | AID 485272 | 0.41% of 330,000 active | inhibition, % at 6.36 µM | Q9UM07 | recombinant PAD4, RCA probe fluorescence polarization;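 active = percent inhibition above a cutoff equal to the mean of all tested compounds plus 3 SD, cut at about 15% in these data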;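 also: 0% = PAD4 with RCA probe and DMSO and 100% = probe without PAD4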
Target sequence (Q9UM07 whole entry, looked up): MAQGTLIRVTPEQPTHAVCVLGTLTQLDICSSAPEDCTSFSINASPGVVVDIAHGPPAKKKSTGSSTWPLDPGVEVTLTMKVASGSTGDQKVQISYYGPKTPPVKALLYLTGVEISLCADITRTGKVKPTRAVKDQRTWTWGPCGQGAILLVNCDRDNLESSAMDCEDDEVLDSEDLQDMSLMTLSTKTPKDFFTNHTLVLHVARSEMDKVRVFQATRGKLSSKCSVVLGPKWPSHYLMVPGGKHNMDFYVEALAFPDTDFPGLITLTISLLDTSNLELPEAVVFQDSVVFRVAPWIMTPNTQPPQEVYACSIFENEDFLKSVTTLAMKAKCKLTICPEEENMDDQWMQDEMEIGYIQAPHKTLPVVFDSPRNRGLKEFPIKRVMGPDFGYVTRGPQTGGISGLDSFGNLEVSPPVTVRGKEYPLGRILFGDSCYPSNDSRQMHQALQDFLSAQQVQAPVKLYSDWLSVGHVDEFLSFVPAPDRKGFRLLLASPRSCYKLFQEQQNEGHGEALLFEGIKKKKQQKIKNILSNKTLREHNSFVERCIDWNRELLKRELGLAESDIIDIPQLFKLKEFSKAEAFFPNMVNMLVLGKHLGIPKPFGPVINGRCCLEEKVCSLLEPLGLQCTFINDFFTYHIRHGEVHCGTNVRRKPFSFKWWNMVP
PREPL inhibitor: inhibitors of human prolyl oligopeptidase-like enzyme PREPL. Q4J6C6. AID 2751. inhibition, % at 5.96 µM. recombinant PREPL, fluorescence polarization activity-based probe. 0.68% of 320,000 active; in the data active = inhibition above about 43%;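 also: 0% = enzyme with DMSO and 100% = wells lacking enzyme; many of its hits are not listed in these tables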
GSTO1 counter: counter-screen for RBBP9 inhibitors: inhibitors of human GSTO1; P78417; recombinant GSTO1, activity-based probe fluorescence polarization; inhibition, % at 5.96 µM; 1.1% of 300,000 active;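 active = inhibition above the campaign mean inhibition plus 3 SD, cut at about 35% in these data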;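 also: 0% = GSTO1-1 with DMSO and 100% = wells lacking GSTO1-1 enzyme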
Active calls of the source: *; nt = not tested or not shown. Only part of the results is shown, so the mix of outcomes need not match the whole.

Compound	LYPLA2 inh	PAFAH1B2 FP inh	PAFAH1B3 inh	PAFAH2 inh	LYPLA1 inh	pPAFAH inh	PAD4 FP inh	PREPL inhibitor	GSTO1 counter
CCn1c(SCC(=O)Nc2ccc(OC)cc2)nc2nc3c(cc2c1=O)COC(C)(C)C3	4.3	nt	nt	nt	1.9	-0.3	-3.1	-7.4	3.8
CCCCCCC(=O)Nc1ccc(Cl)cn1	3.9	-0.7	5.8	-1.5	-3.8	5.4	-1.4	-4.8	-7.9
CC(C)(C)C1=NN(C(=O)c2ccccc2)C(O)(C(C)(C)C)C1 (centres undefined)	6.7	9.0	1.6	-2.7	-0.5	-0.4	6.4	-6.1	-1.7
O=C(CCCOc1ccc(Cl)cc1Cl)N/N=C/c1ccco1	-0.1	-2.6	5.0	-3.0	4.8	2.8	-2.9	-16.6	0.2
Cc1ccc2cc(CN(CC(C)C)S(=O)(=O)c3cccc4nonc34)c(=O)[nH]c2c1	2.2	1.5	5.7	-8.4	8.4	3.4	4.0	-2.4	6.6
CC(C)CC(=O)Nc1ccc(C(=O)NN2C(=O)c3ccccc3C2=O)cc1	8.6	4.0	0.0	1.3	-2.0	3.0	-2.6	2.6	1.5
CCOc1ccc(/C=C(\C#N)C(=O)c2c(C)[nH]c3ccccc23)cc1OC	-1.2	3.1	-2.1	13.7	0.2	9.1	0.6	-11.0	-5.2
Cc1ccc(C(=O)C2CCN(CC(=O)Nc3ccc(N(C)C)cc3)CC2)cc1	11.0	1.0	0.3	-1.8	1.2	5.9	4.2	15.5	-0.4
CC12CCC(=O)N1C(C(=O)Nc1nc(-c3ccc(F)cc3)cs1)CS2 (centres undefined)	-2.5	-5.3	2.9	-3.4	0.0	0.0	-5.6	-1.7	-2.5
Clc1ccccc1-c1nnc2sc(C3COc4ccccc4O3)nn12 (centres undefined)	2.9	1.9	3.2	1.7	-4.4	9.1	2.0	-1.8	14.3
CC(C)c1ccccc1OCCCN1CCCC1	8.0	7.0	-2.3	1.0	3.2	-2.2	-1.3	-14.9	3.8
Cc1[nH]c2ccccc2c1C(=O)CSc1ncn[nH]1	0.6	-1.1	11.2	-2.9	0.3	-2.7	-0.3	-7.1	-0.8
O=S(=O)(/C=C/c1ccccc1)Oc1ccccc1	5.2	8.2	-0.6	1.9	-0.4	15.5	0.5	3.5	-11.1
CC(=O)N1CCN(S(=O)(=O)c2ccc3c(c2)CCC(=O)N3)CC1	10.4	2.9	9.3	-4.8	3.6	4.4	7.3	-1.8	nt
CC(Oc1ccccc1Cl)C(=O)Nc1ccc(S(=O)(=O)Nc2nccs2)cc1 (centres undefined)	-3.6	-3.5	1.3	5.9	-2.2	4.2	-1.8	-11.8	0.0
COc1ccc2[nH]c(=O)c(CN(Cc3cccnc3)Cc3nnnn3CC3CCCO3)cc2c1 (centres undefined)	0.5	-2.4	-0.4	-10.6	3.5	5.4	-2.2	9.9	2.5
Cc1csc(SC(C)C(=O)NCC2CCCO2)n1 (centres undefined)	4.0	4.4	7.5	-0.8	-0.3	8.0	-2.0	4.3	-0.2
Oc1c(C(Nc2ccccn2)c2ccccn2)ccc2cccnc12 (centres undefined)	-6.6	-2.9	6.8	6.9	0.7	4.9	-0.9	1.1	-37.4
Cc1nc2ncnn2c(C)c1Cc1cccc(F)c1	-0.6	13.4	5.8	1.7	-2.5	2.5	-3.5	-3.6	0.0
COc1cc(/C=N/NC(=O)C(=O)N2CCCC2)ccc1O	2.4	4.1	16.5	-2.5	1.2	2.3	7.7	2.1	5.1
COc1ccc(/C(N)=N/OC(=O)c2ccc(C)c([N+](=O)[O-])c2)cc1OC	-1.1	-7.8	1.3	-5.3	1.1	5.9	-2.4	15.0	2.1
Cc1[nH]c2ccccc2c1C(=O)C(=O)N1CCCc2ccccc21	1.7	1.3	4.2	1.5	1.4	5.3	-3.0	-7.1	2.4
O=C(COC(=O)c1cccc(OC(F)F)c1)Nc1ncccn1	nt	0.3	2.2	5.2	nt	7.6	-0.6	-3.8	nt
CC(C)N(C(=O)CSc1nnc(NC(=O)c2cccs2)s1)C(C)C	5.5	7.9	9.9	0.5	-6.8	3.0	-1.9	-14.1	-19.9
CCC1CCCCN1C(=O)COc1cccc2c1CCN(C)C2=O (centres undefined)	-0.8	5.0	9.8	-2.2	-2.6	-3.6	-1.7	0.8	-1.0
C/C(=N\NC(=O)CCCNc1ccc(C)cc1)c1ccccn1	-1.5	-0.7	10.1	5.6	-0.3	1.1	2.0	7.8	18.3
Cc1ccc(S(=O)(=O)CC(=O)Nc2nnc(C)s2)cc1	-7.8	2.6	13.3	3.2	-3.5	-1.6	-6.3	-3.7	-6.9
CCOC(=O)C1CCN(c2nc3cc(OC)ccc3cc2C#N)CC1	5.6	-0.8	-2.9	-5.7	0.5	0.8	-1.8	-1.7	4.2

7 entries from above, ordered by number of heavy atoms, ascending.
Compound	LYPLA2 inh	PAFAH1B2 FP inh	PAFAH1B3 inh	PAFAH2 inh	LYPLA1 inh	pPAFAH inh	PAD4 FP inh	PREPL inhibitor	GSTO1 counter
CCCCCCC(=O)Nc1ccc(Cl)cn1	3.9	-0.7	5.8	-1.5	-3.8	5.4	-1.4	-4.8	-7.9
Cc1nc2ncnn2c(C)c1Cc1cccc(F)c1	-0.6	13.4	5.8	1.7	-2.5	2.5	-3.5	-3.6	0.0
COc1cc(/C=N/NC(=O)C(=O)N2CCCC2)ccc1O	2.4	4.1	16.5	-2.5	1.2	2.3	7.7	2.1	5.1
O=C(CCCOc1ccc(Cl)cc1Cl)N/N=C/c1ccco1	-0.1	-2.6	5.0	-3.0	4.8	2.8	-2.9	-16.6	0.2
CC(=O)N1CCN(S(=O)(=O)c2ccc3c(c2)CCC(=O)N3)CC1	10.4	2.9	9.3	-4.8	3.6	4.4	7.3	-1.8	nt
Clc1ccccc1-c1nnc2sc(C3COc4ccccc4O3)nn12 (centres undefined)	2.9	1.9	3.2	1.7	-4.4	9.1	2.0	-1.8	14.3
CC(Oc1ccccc1Cl)C(=O)Nc1ccc(S(=O)(=O)Nc2nccs2)cc1 (centres undefined)	-3.6	-3.5	1.3	5.9	-2.2	4.2	-1.8	-11.8	0.0

Record cards, as listed above.
Entry for CCC1CCCCN1C(=O)COc1cccc2c1CCN(C)C2=O (centres undefined) : LYPLA2 inh: -0.8; PAFAH1B2 FP inh: 5.0; PAFAH1B3 inh: 9.8; PAFAH2 inh: -2.2; LYPLA1 inh: -2.6; pPAFAH inh: -3.6; PAD4 FP inh: -1.7; PREPL inhibitor: 0.8; GSTO1 counter: -1.0
Entry for CC(C)CC(=O)Nc1ccc(C(=O)NN2C(=O)c3ccccc3C2=O)cc1 : LYPLA2 inh: 8.6; PAFAH1B2 FP inh: 4.0; PAFAH1B3 inh: 0.0; PAFAH2 inh: 1.3; LYPLA1 inh: -2.0; pPAFAH inh: 3.0; PAD4 FP inh: -2.6; PREPL inhibitor: 2.6; GSTO1 counter: 1.5
